# GLP1R inv ag – qHTS of GLP-1 Receptor Inverse Agonists (Inhibition Mode) | Glucagon-like peptide 1 receptor (Homo sapiens), P43220 | 1.6% of 410,000 active | Potency, µM (series often up to 38.3 µM), inactives show at the top dose activity change, negative = inhibition, usual class: inhibitors | HEK293 GLP-1R CRE-luciferase, luminescence, 24 h; GLP-1R form is constitutively active; also: potency is read from the fitted curve at half-maximal effect; % is scaled to controls: 0 for no effect and ±100 for the full control effect; nearly all actives have a fitted effect of over 55% in size
# Target sequence (P43220 whole entry, looked up): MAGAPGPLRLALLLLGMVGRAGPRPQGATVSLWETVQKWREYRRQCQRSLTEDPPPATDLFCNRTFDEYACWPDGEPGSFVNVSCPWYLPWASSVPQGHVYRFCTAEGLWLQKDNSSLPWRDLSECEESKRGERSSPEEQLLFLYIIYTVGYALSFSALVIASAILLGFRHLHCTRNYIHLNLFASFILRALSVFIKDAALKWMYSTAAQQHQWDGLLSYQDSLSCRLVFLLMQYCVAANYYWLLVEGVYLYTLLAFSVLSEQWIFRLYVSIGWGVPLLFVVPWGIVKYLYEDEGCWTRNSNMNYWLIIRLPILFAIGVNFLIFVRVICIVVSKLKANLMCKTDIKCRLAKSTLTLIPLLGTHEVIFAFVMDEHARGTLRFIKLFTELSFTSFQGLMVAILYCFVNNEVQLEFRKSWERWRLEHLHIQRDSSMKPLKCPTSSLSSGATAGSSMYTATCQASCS
#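 HEK293 cells stably co-expressing a cAMP-responsive luciferase reporter and constitutively active GLP-1R were seeded, incubated 12 h, then exposed to compounds for 24 h at 37 C. Luminescence was read 12 min after detection reagent; inverse agonists lower signal.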
# Akt phos inh – HTS Assay for Inhibitors of Akt Phophorylation: Primary Screen. Neuro2A IGF-stimulated pAkt S473 HTRF, 20 min; stronger effect = lower value. activity change, % for hits at 50 µM. 0.32% of 360,000 active; in the data active = activity change below about -80%; inconclusive = mostly about -51% to -80%; also: % is scaled to controls: 0 for no effect and ±100 for the full control effect
#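 Neuro2A cells in DMEM with 0.5% FBS, overnight at 37 deg C, given compound at single 50 µM final, then IGF (6 nM final) for 20 min at 37 deg C. Lysed; phospho-Akt Ser473 by HTRF after 24 h, 665/615 ratio.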
# PTHR1 ag – qHTS for PTHR1 Agonists: Primary Screen | HEK293 GP2 PTHR1 cells, GloSensor cAMP luminescence, 1 h | Potency, µM (top dose mostly 115 µM), for inactives: at the top dose activation, usual class: activators | 0.075% of 410,000 active; also: potency is read from the fitted curve at half-maximal effect; nearly all actives have a fitted effect of over 55% in size; some results filed as inactive show a strong effect at the top dose; inactives centre near -15; many of its hits are not listed in these tables
# Target sequence (Q03431 whole entry, looked up): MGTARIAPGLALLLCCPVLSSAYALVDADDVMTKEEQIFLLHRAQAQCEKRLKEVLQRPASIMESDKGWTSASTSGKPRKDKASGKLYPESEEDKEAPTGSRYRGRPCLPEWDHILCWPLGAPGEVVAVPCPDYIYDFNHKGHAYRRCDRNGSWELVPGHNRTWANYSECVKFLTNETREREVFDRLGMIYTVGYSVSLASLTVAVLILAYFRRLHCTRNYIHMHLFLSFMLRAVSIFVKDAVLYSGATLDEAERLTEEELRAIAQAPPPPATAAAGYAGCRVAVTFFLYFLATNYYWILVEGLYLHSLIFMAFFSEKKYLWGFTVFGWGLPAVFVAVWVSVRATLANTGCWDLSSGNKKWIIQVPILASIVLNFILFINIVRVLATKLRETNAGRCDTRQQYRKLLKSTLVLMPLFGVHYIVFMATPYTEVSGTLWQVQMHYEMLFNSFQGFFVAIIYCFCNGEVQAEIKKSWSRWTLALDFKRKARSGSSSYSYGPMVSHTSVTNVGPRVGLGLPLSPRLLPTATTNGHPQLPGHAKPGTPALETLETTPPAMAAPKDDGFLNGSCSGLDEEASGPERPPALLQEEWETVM
#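 HEK-293-derived GP2 cells expressing PTHR1 and a GloSensor cAMP reporter, 3,000/well, plated overnight, given luciferin plus IBMX (each 0.5 mM as added) for 1 h at 37 °C, then compound for 1 h at 37 °C. Luminescence was read after 15 min at room temperature.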
# HEK293 tox – qHTS of GLP-1 Receptor Inverse Agonists: Cytotox Screen. HEK293 cAMP-luciferase reporter cells, luminescence, 24 h. Potency, µM (highest dose often 38.3 µM), without a hit: at the highest dose activity change, negative = inhibition, most hits filed as inhibitors. 0.13% of 410,000 active;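 also: loss of luciferase light is scored as toxicity; potency is read from the fitted curve at half-maximal effect; % is scaled to controls: 0 for no effect and ±100 for the full control effect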
#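 1536-well qHTS counterscreen of the MLSMR; 200 cells/uL, 12 h pre-incubation, 23 nL cpd, 24 h at 37 deg C 5% CO2, luciferase detection reagent, 12 min RT, luminescence. Inhibition = undesired.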
# TDP-43 yeast inh – qHTS of TDP-43 Inhibitors; Potency, µM (series often up to 46.1 µM), for the others: top-dose growth rescue (activation), most hits filed as activators; TDP-43 expressing yeast growth rescue, BacTiter-Glo, 24 h; 1.8% of 410,000 active; also: potency is read from the fitted curve at half-maximal effect; % of control where 0% means no effect; nearly all actives have a fitted effect of over 50% in size
#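 In this qHTS, compounds that restore growth of yeast expressing TDP-43 appear as activators. Cells (OD600=0.02, galactose medium, raffinose-pregrown) are incubated with compound 24 hr at 30 deg C and growth is quantified by BacTiter-Glo.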
# MmCpn inh – Inhibitors of TCP-1 ring complex (TRiC) of Methanococcus maripaludis (MmCpn): qHTS. Chaperonin Mm-Cpn (Methanococcus maripaludis). 0.031% of 330,000 active. purified Mm-Cpn ATPase, ADP Transcreener TR-FRET. Potency, µM (titrated, usually from 76.9 µM), inactives show at the top dose activity, negative = inhibition, actives largely listed as inhibitors. AID 504842, 2011; also: potency is read from the fitted curve at half-maximal effect; % is scaled to controls: 0 for no effect and ±100 for the full control effect; nearly all actives have a fitted effect of over 80% in size
#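 Purified archaeal Mm-CPN (25nM final) preincubated 10 min at 37degC with compound, then 10uM ATP for 30 min at 37degC; ADP measured by HTRF Transcreener TR-FRET; buffer 30 mM TRIS pH 7.4, 100mM KCl, 5mM MgCl2, 1mM DTT.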
# FUS yeast rescue – qHTS for Suppressors of FUS Proteinopathy: Primary screen using FUS-linked yeast assay; S. cerevisiae FUS-expressing, growth rescue, OD600, 24 h; Potency, µM (titrated, usually from 76.6 µM), for inactives: at the highest dose growth rescue (activation), most hits filed as activators; 0.24% of 390,000 active; AID 1347120, 2019;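 also: potency is read from the fitted curve at half-maximal effect; plate controls were DMSO vehicle for no effect and reference control for full effect; nearly all actives have a fitted effect of over 55% in size; some results filed as inactive show a strong effect at the top dose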
#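 Yeast expressing FUS under galactose induction, OD 0.005 in 2% galactose medium; compounds in a dilution series, 24 h at 30C. Growth rescue by absorbance at 600 nm; CP55940 positive control, DMSO negative.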
# Abeta rescue – qHTS for compounds that reverse cellular toxicity of Amyloid beta (A-beta) peptide in yeast: Primary Screen | yeast expressing A-beta42, growth rescue, OD600, 48 h; response scale: 0% DMSO, 100% iron-clioquinol control | Potency, µM (top dose mostly 46.1 µM), for the others: at the top dose growth rescue, most hits filed as activators | 0.063% of 410,000 active | AID 1347071, 2019; also: potency is read from the fitted curve at half-maximal effect; nearly all actives have a fitted effect of over 55% in size
#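 Growth rescue measured by 600 nm absorbance after 48 h yeast culture at 30 C with compound. Values normalized between DMSO and an equimolar ferric chloride plus clioquinol control.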
# aSyn yeast inh – qHTS of alpha-syn Inhibitors | Yeast expressing alpha-synuclein, growth rescue, BacTiter-Glo, 24 h | Potency, µM (doses to about 46.1 µM), for inactives: at the highest dose growth rescue (activation), most hits filed as activators | 0.14% of 370,000 active | AID 652106, 2013; also: potency is read from the fitted curve at half-maximal effect; % of control where 0% means no effect; nearly all actives have a fitted effect of over 65% in size
#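 Readout is rescue of growth in alpha-synuclein-expressing yeast, so inhibitors of toxicity appear as activators. Growth after 24 hr at 30 deg C in galactose medium is quantified by luminescence.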
# The depositor's hits bear a star; i = inactive; u = inconclusive; x = not tested or not shown; & = joins results of further samples; [ ] = remark or other dose. Unless noted, calls follow the shape of the dose curve; as a rule, active = well fitted curve in the direction sought with a large enough effect; inconclusive = small, poorly fitted or top-dose-only effect, or another doubt; inactive = no such curve, though single readings can be large; an effect the other way counts as inactive or inconclusive.
SMILES,GLP1R inv ag,Akt phos inh,PTHR1 ag,HEK293 tox,TDP-43 yeast inh,MmCpn inh,FUS yeast rescue,Abeta rescue,aSyn yeast inh
O=C(NN1CCCCCC1)c1ccccc1F,1%,i,i,8%,-8%,x,-8%,-2%,5%
Cc1ccc(C(=O)NC2=NC(c3ccc(C)cc3)CC(=O)N2)cc1 (configuration not stated),1%,x,23%,8%,6%,x,-5%,-19%,x
CCn1cc(C(=O)NCCCOC)c(=O)c2cc(S(=O)(=O)N3CCCC3)ccc21,3%&17%,i,i,1%&-12%,1%&4%,1%,6%&20%,-5%&-7%,-7%
COc1ccc(-c2cc(C(=O)N3CCCC3)c3ccccc3n2)cc1,-17%,i,i,-16%,3%,-7%,-2%,9%,-1%
O=C(O)C1C(C(=O)Nc2ccc(Cl)cc2)C2C=CC1C21CC1 (configuration not stated),0%,i,-16%[57.5 µM],1%,-6%,0%,9%,13%,-1%
CCCN(CCC)c1nc2ccccc2n2c(C)nnc12,u,i,i,-1%,19%,1%,29%,-3%,-1%
CC1CN(C(=O)c2ccc(NS(=O)(=O)c3cccc(Cl)c3)cc2)CC(C)O1 (configuration not stated),19%,i,i,15%,9%,0%,26%,9%,-5%
COc1ccc(NC(=O)CSc2nc3ccccc3c(=O)n2CCCN2CCC(C)CC2)c(OC)c1,-12%,i,-4%,-10%,5%,4%,15%,-8%,0%
CCOC(=O)CN1C(=O)C(O)(CC(=O)c2cc(OC)ccc2OC)c2ccccc21 (configuration not stated),15%,x,-3%,1%,15%,x,-11%,3%,x
CC(C)(C)c1ccc(OCC(O)CNC(=O)c2ccccc2C(=O)O)cc1 (configuration not stated),-21%,i,i,-5%,24%,x,17%,-8%,9%
CCCCCCOc1ccc(N2C(=O)CC(N3CCN(CCN=CC4C(=O)CC(C)(C)CC4=O)CC3)C2=O)cc1 (configuration not stated),4%,i,-26%,-8%,-57%[inhibitor],3%,-5%,-3%,4%
O=C1CC(=O)Nc2cc(S(=O)(=O)Nc3cccc(Br)c3)ccc2N1,12%,x,-1%,-4%,18%,x,26%,-9%,x
COc1ccccc1N(CC(O)Cn1c2ccccc2c2ccccc21)S(=O)(=O)c1ccccc1 (configuration not stated),u,i,i,1%,-1%,u,10%,-3%,18%
CCCCNC(=O)c1c(CSc2ccc(Cl)cc2)noc1C(=O)NCCC,u,i,-14%,1%,-14%,-4%,4%,7%,-14%
COc1ccc(C(F)(F)F)cc1N/C=C/c1nnnn1-c1ccc2ccccc2c1,0%,i,i,10%,7%,-7%,24%,17%,0%
O=c1oc2ccccc2c(N2CCCC2)c1CN1CCCC1,13%,i,i,-6%,-20%,-1%,-10%,8%,-6%
O=C(Nc1cccc(Cl)c1)N1CCCC1,9%,i,i,-5%,15%,4%,5%,-22%,-22%
COc1ccccc1OCC(=O)Nc1ccc(C(=O)Nc2ccccc2C(=O)O)cc1,18%,i,-33%[inhibitor],-24%,12%,x,16%,1%,9%
COc1ccc(F)c(CN2CCCC(CO)(Cc3cccc(Cl)c3)C2)c1 (configuration not stated),u,i,i,-7%,-4%,-9%,-13%,-9%,2%
c1cc(CNC2C3CC4CC(C3)CC2C4)ccn1 (configuration not stated),-18%,i,-3%,-8%,x,2%,22%,1%,-4%
CSc1ncccc1C(=O)OCC(=O)NC12CC3CC(CC(C3)C1)C2,u,i,-40%[inhibitor],-12%,21%,0%,x,-31%,15%
Cc1nc2ccc(S(=O)(=O)NCC(=O)Nc3ccc(F)cc3F)cc2s1,6%,x,i,-1%,14%,x,0%,-6%,x
CCOC(=O)c1ccc2c(c1)N(CC(=O)N1CCCCC1)C(=O)C(C)(C)O2,1%,i,i,-32%,15%,-1%,34%,11%,3%
Cc1c(Cl)cccc1NC(=S)/C(=C(\[O-])c1ccc(Cl)s1)[n+]1ccccc1,u,i,-63%[inhibitor],4%,18%,-3%,38%,15%,-4%
O=C(Nc1ccc(Sc2ccc(Br)cc2)cc1)c1ccco1,u,i,-23%,-9%,12%,-3%,33%,2%,-4%
CC(C)(C)NS(=O)(=O)c1cc2c3c(c1)CCN3C(=O)CC2,15%,i,i,-7%,9%,-4%,-24%,-1%,-1%
CC(C)(C)OC(=O)N[C@@H](C(=O)OC(C)(C)C)c1ccc2ccccc2c1,5%,i,-10%,4%,-13%,1%,-4%,-4%,-1%
Cc1nonc1CC(=O)N1CCc2c([nH]c3ccccc23)C1c1ccccc1F (configuration not stated),u,i,i,-9%,-2%,1%,25%,10%,7%
COC(=O)c1ccccc1NC(=O)CSc1nnc(-c2cccnc2)n1C,-1%,i,i,-21%,-4%,0%,11%,-4%,4%
Oc1ccc(-c2csc(Nc3ncccn3)n2)c(O)c1,47%[activator],i,-31%[inhibitor],-12%,-9%,1%,-7%,-11%,1%
O=C(CCCn1c(=S)[nH]c2cc3c(cc2c1=O)OCO3)NCc1ccco1,-1%[7.66 µM],i,-19%,-2%[7.66 µM],18%,1%,-2%,-6%,5%
c1ccc2sc(N3CN(CCN4CCOCC4)CN(c4nc5ccccc5s4)C3)nc2c1,0%,i,-32%[inhibitor][57.5 µM],12%,14%,0%,3%,14%,0%
CC1COCC(C)N1C1=C(Cl)C(=O)c2ccccc2C1=O (configuration not stated),u,i,-9%,-28%,17%,x,x,-42%[inhibitor],-82%[inhibitor]
CC(=O)Nc1ccc(NC(=O)Nc2ccccc2)cc1,10%,i,-4%,-27%,-1%,0%,1%,2%,-2%
O=C(COc1ccc(Cl)cc1Cl)Nc1ccc(-c2ccc(N3CCOCC3)nn2)cc1,12%,i,i,-2%,2%,0%,20%,6%,-3%
CCCOc1cccc(C(=O)Nc2ccccc2C(=O)N2CCN(C)CC2)c1,-18%,i,i,1%,-12%,-3%,9%,-1%,-2%

# Brought forward from above: 3 compounds; new compounds follow.
SMILES,GLP1R inv ag,Akt phos inh,PTHR1 ag,HEK293 tox,TDP-43 yeast inh,MmCpn inh,FUS yeast rescue,Abeta rescue,aSyn yeast inh
CC(=O)Nc1ccc(NC(=O)Nc2ccccc2)cc1,10%,i,-4%,-27%,-1%,0%,1%,2%,-2%
O=C(COc1ccc(Cl)cc1Cl)Nc1ccc(-c2ccc(N3CCOCC3)nn2)cc1,12%,i,i,-2%,2%,0%,20%,6%,-3%
CCCOc1cccc(C(=O)Nc2ccccc2C(=O)N2CCN(C)CC2)c1,-18%,i,i,1%,-12%,-3%,9%,-1%,-2%
COc1ccc(CCNC(=O)CCSCc2ccccc2F)cc1OC,1%,i,i,8%,14%,0%,-5%,10%,1%
COc1cccc(CNC(=O)N2CCC(CN3CCC(C)CC3)CC2)c1,-6%,x,-19%,5%,5%,x,2%,3%,x
Cc1ccc(S(=O)(=O)N2CCOCC2)cc1C(=O)OC(C)C(=O)c1ccccc1 (configuration not stated),-18%,i,-11%,-5%,-6%,1%,17%,-11%,2%
COc1cc(C(C)=O)ccc1OCc1cn(CC(=O)c2ccc(O)cc2)nn1,22%,i,-24%,6%,6%,x,-1%,-1%,4%
COc1cccc(NC(=O)CCC(=O)Nc2ccc3nc(N4CCOCC4)cc(C)c3c2)c1,19%,i,-12%,0%,24%,-1%,-13%,3%,1%
COc1ccc(NC(=O)CCN2CCN(S(=O)(=O)c3ccc(OC)cc3)CC2)cc1,-9%,i,-54%,22%,0%,-1%,22%,-2%,-5%
O=C(c1ccc2c3n(nc2c1)-c1ccccc1CO3)N1CCCCC1,u,i,-35%[inhibitor],-11%,-26%,2%,13%,-50%[inhibitor],-46%[inhibitor]
CC[C@@H](C)[C@H](CNC)NC[C@@H](Cc1cccc2ccccc12)NCCc1cccc(C(F)(F)F)c1,-16%,i,17%,12%,-5%,-1%,u,2%,-36%[inhibitor]
Cc1ccc(-n2ncc(C(=O)NCCCN3CCc4ccccc4C3)c2C2CCN(C(=O)OC(C)(C)C)CC2)c(C)c1,u,x,22%,-7%,3%,x,u,1%,x
O=C(CCn1nnc2ccccc2c1=O)N[C@@H](Cc1c[nH]c2ccccc12)C(=O)O,-4%,i,i,-1%,0%,u,7%,-10%,-2%
Cc1ccc(SCC(=O)N2CCN(c3ccc(F)cc3)CC2)cc1,4%,i,-9%,-9%,x,x,0%,9%,0%
Cc1c(-c2ccccc2)[n+](=O)c2c(n1[O-])CCCC2,6%,i,i,1%,-9%,-13%,17%,0%,1%
COc1ccc(C2(c3ccc(OC)cc3)NC(=O)N(CC(=O)Nc3ccccc3)C2=O)cc1,u,i,i,8%,2%,0%,18%,-18%,3%
O=C(O)Cc1ccc(NC(=O)COc2ccc3ccccc3c2)cc1,0%,i,-2%,13%,-6%,2%,x,-9%,-3%
COc1ccc(NC(=O)CSc2nccn2Cc2ccco2)c(OC)c1,8%&14%,i,i,-10%&0%,-3%&6%,2%,-20%&18%,-3%&-6%,0%
COc1ccc(/C=C(\C#N)c2nc(-c3cc(Cl)ccc3OC)cs2)cc1,1%,x,-11%,6%,3%,x,-2%,-11%,x

# Source: PubChem (National Center for Advancing Translational Sciences (NCATS))

# Some of the compounds tested, so the mix of outcomes need not match the whole.
